# Assay outcomes as filed in PubChem BioAssay.
# sdo1 growth – compounds rescuing growth of sdo1-depleted yeast, bone marrow failure model. S. cerevisiae sdo1-depleted JHY4D growth rescue, OD600 30 h; stronger effect = higher value; pdr5 snq2 efflux-pump mutant strain. z-score at 10 µM. 0.21% of 140,000 active;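 active = z-score above 3 at both the 24 hr and the 30 hr optical density reads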;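 note: z-score against mean and SD of all compound wells on the same plate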
# Insulin prom inh – TRM-6 insulin promoter activity inhibition. 0.9% of 130,000 active. inhibition, % at 2 µM. TRM-6 cells (human fetal islet line), insulin promoter-eGFP reporter, imaging; reporter expression induced with tamoxifen;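 active = inhibition above the mean plus 3 SD, with well images judged a real hit on visual review, cut at about 60% in these data, passing the limit was not always enough; inconclusive = inhibition over the cutoff but images rejected on review; inactive = inhibition not above the cutoff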
# sdo1 growth Rescue 24 h – recorded beside sdo1 growth, whose call it bears; z-score; S. cerevisiae sdo1-depleted JHY4D growth rescue, OD600; measured here: growth rescue at 24 h;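 0 is the plate mean of compound wells and units are plate SD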
# An asterisk follows results filed as active; ? = inconclusive; · = no result given; & = joins results of further samples. No enrichment for hits (roughly 0.99% active in at least one column).
SMILES,sdo1 growth,sdo1 growth Rescue 24 h,Insulin prom inh
O=C1CC(C2CCCO2)C(=O)N1c1ccccc1 (stereo unspecified),0.58,-0.71,-311
CCn1c(COc2ccccc2C)nnc1SCC(=O)CC(=O)Nc1ccccc1,1.4,2.7,23
Cc1cnn(-c2ccc3nnc(-c4ccc(Cl)cc4)n3n2)c1,-0.03,0.86,-11
COCCNC(=O)CN1C(=O)COc2ccc(Cl)cc21,1.9,0.64,0
CCC(Sc1nc(=O)cc(N)n1-c1ccccc1)C(=O)Nc1cc(C)on1 (stereo unspecified),0.09,-0.27,-6
Cc1cc(-n2c(=O)c(C#N)cc3c(=O)n4cccc(C)c4nc32)no1,0.21,0.28,7
O=C(c1cccc(F)c1)N1CCN(C(=O)c2cc3ncc(Br)cn3n2)CC1,1.1,0.99,-13
O=C(CC(Nc1ccc(F)cc1)C(=O)OCC(=O)c1cccs1)c1ccccc1 (stereo unspecified),-0.11,-0.33,·
CNC(=O)c1csc(-c2ccccc2)n1,0.75,0.58,47
COc1cc(C(=O)Nc2ccc(-n3cnnn3)c(C)c2)cc(OC)c1OC,0.44,0.17,28

# Some of the entries above in a different format.
compound	sdo1 growth	sdo1 growth Rescue 24 h	Insulin prom inh
Cc1cc(-n2c(=O)c(C#N)cc3c(=O)n4cccc(C)c4nc32)no1	0.21	0.28	7
O=C(c1cccc(F)c1)N1CCN(C(=O)c2cc3ncc(Br)cn3n2)CC1	1.1	0.99	-13
COCCNC(=O)CN1C(=O)COc2ccc(Cl)cc21	1.9	0.64	0
CNC(=O)c1csc(-c2ccccc2)n1	0.75	0.58	47
O=C(CC(Nc1ccc(F)cc1)C(=O)OCC(=O)c1cccs1)c1ccccc1 (stereo unspecified)	-0.11	-0.33	·
O=C1CC(C2CCCO2)C(=O)N1c1ccccc1 (stereo unspecified)	0.58	-0.71	-311
COc1cc(C(=O)Nc2ccc(-n3cnnn3)c(C)c2)cc(OC)c1OC	0.44	0.17	28

# Additional records
SMILES,sdo1 growth,sdo1 growth Rescue 24 h,Insulin prom inh
O=C(CCSCCc1ccccn1)Nc1ccccn1,0.41,0.17,·
Cc1ccnc2ccc(-c3nc4ccccc4o3)cc12,-2.2,-1.6,·
CCOC(=O)c1ccc(NC(=O)Nc2ccc3c4c(cccc24)C(=O)N3CC)cc1,-0.68,0.75,36
COC(=O)c1cc(NC(=O)c2ccccc2F)cc(C(=O)OC)c1,·,·,41
c1ccc2c(c1)OCC(CNc1ncnc3sccc13)O2 (stereo unspecified),0.44,0.55,·
COc1ccc2c(c1OC)C(=O)N1N=C(c3ccccc3)CC21 (stereo unspecified),0.96,1.3,17
CCc1nc(NCC2CCCN2CC)c2nnn(Cc3ccccc3F)c2n1 (stereo unspecified),-0.6&-0.38,-0.4&-0.11,-43
CC(=O)c1sc(-c2cccc(Cl)c2)nc1C,·,·,-15
O=C(CSCCO)Nc1cccc2ccccc12,0.5,-0.14,-19
O=C(NCc1ccco1)c1cc(C(=O)C2CC2)c[nH]1,0.03,-0.04,57
CC(=O)N(CCP(=O)(c1ccccc1)c1ccccc1)Cc1ccco1,0.83,0.34,·
COc1ccc(C(=O)NCCNC(=O)c2cc(OCC(F)(F)F)ccc2OCC(F)(F)F)cc1,-1.3,0.22,-32
Cc1ccc(N=Cc2c(C)[nH]n(-c3nc4ccccc4[nH]3)c2=O)cc1,-1.4,-1.9,3
CCOC(=O)C1CCCN(c2c(NCc3ccco3)c(=O)c2=O)C1 (stereo unspecified),-1.8,-1.5,·
N#C/C(=C\c1cccc(Cl)c1)c1n[nH]c(Cn2cncn2)n1,1.1,0.69,·
CCC(=O)NCCc1nc2cc(NC(=O)c3ccc(OC)cc3)ccc2n1C,0.87,0.56,-108
Fc1ccc(NC(=S)NN2CCOCC2)cc1Cl,0.31,-0.47,-6
Cc1ccnc(N(C(=O)c2cccs2)C(=O)c2cccs2)c1,0.58,0.17,-84
COC(=O)c1c(NC(=O)COC(=O)[C@@H](NS(=O)(=O)c2ccc(C)cc2)C(C)C)sc2c1CCC2,-0.72,-0.44,-61
COC(=O)c1ccc(OCC(=O)c2cccc(OC)c2)cc1,-0.07,-0.14,3
NC(=O)c1ccsc1NC(=O)c1ccc(S(=O)(=O)N2CCCc3ccccc32)cc1,-1.5,-0.84,-120
Cc1nc2sccc2c(=O)n1N,·,·,-17
CN(CC(=O)NC1CCCCC1)S(=O)(=O)c1ccc(Cl)cc1,0.29,0.48,0
Cc1cccc(OCC(=O)NC(Cc2ccccc2)C(=O)O)c1 (stereo unspecified),1.4,0.45,29
COc1c(Cl)cnn(-c2ccc(C)cc2)c1=O,1.4,0.25,-57
Cc1cccc(N2CCN(C(=O)c3ccc4nc[nH]c4c3)CC2)c1C,0.15,-0.12,-4
CCN(CC(=O)NC(C)(C)C)C(=O)c1ccc(Br)cc1,·,·,0
Cc1c(N=NC2=C(O)CC(C)(C)CC2=O)c(=O)n(-c2ccccc2)n1C,·,·,38
Cc1ccc(SCCNC(=O)/C=C/c2ccccc2Cl)cc1,-1.3,-1.5,-3
O=C(COc1ccc([N+](=O)[O-])cc1)NCc1cccnc1,-0.09,-0.61,3
Cc1cc(CC(C)C)n(-c2nc3ccccc3c(=O)n2OCC(N)=O)n1,-0.93,-0.51,0
Nc1c(Cl)ncnc1N1CCN(c2ncnc(Cl)c2N)CC1,-0.17,-0.42,17
COc1ccc2[nH]c(=O)c(C(c3nnnn3C3CCCC3)N3CCN(Cc4ccc5c(c4)OCO5)CC3)cc2c1 (stereo unspecified),0.29,-0.57,25
Cc1c(Br)c([N+](=O)[O-])nn1CC(=O)NCc1ccccn1,0.87,0.01,26
CCOC(=O)C1CCC(CN(Cc2ccccc2)S(=O)(=O)c2ccc([N+](=O)[O-])cc2)CC1 (stereo unspecified),0.19,0.48,·
CC1CCN(C(=S)NC2CC3CCC2C3)CC1 (stereo unspecified),-0.14,-0.66,·
O=C(CSc1nnc(C2CC2)n1-c1ccccc1)NCCc1ccccc1,3.4,0.82,7
CC(=O)c1ccc(OCCCN2CCCCC2)cc1,0.4,-0.25,11
COc1ccc2c(c1)[nH]c1c(=O)n(CCc3cnc[nH]3)cnc12,-0.26,-0.88,36
COc1ccc(CCNC(=O)C2CCN(S(C)(=O)=O)CC2)cc1OC,0.64,-0.06,5

# Structures listed so far that contain a furan ring, fused or not, in the order listed:
SMILES,sdo1 growth,sdo1 growth Rescue 24 h,Insulin prom inh
O=C(NCc1ccco1)c1cc(C(=O)C2CC2)c[nH]1,0.03,-0.04,57
CC(=O)N(CCP(=O)(c1ccccc1)c1ccccc1)Cc1ccco1,0.83,0.34,·
CCOC(=O)C1CCCN(c2c(NCc3ccco3)c(=O)c2=O)C1 (stereo unspecified),-1.8,-1.5,·

# New compounds follow.
SMILES,sdo1 growth,sdo1 growth Rescue 24 h,Insulin prom inh
COc1ccc(NS(=O)(=O)c2cc(NC(=O)c3ccc(=O)[nH]c3)ccc2N2CCOCC2)cc1,·,·,6
COC(=O)c1oc2ccc(Br)cc2c1NC(=O)CN1CCN(C)CC1,·,·,-39
O=C1c2ccccc2C(=O)N1CCSc1nncs1,0.62,1.4,·
Cc1ccc(NC(=O)c2sc3nc4c(c(-c5ccco5)c3c2N)CCC4)cc1,-0.06,2.3,32
O=C(N/N=C\c1ccc(CN(Cc2ccc(Cl)cc2)S(=O)(=O)c2ccccc2)o1)C(=O)Nc1ccc(F)cc1,-0.78,-0.77,39
CCOC(=O)NC(=O)CSc1nc(-c2ccc(C)c(C)c2)cn1-c1ccccc1,-1.6,-0.93,-59
C=CCSc1nc(Cc2ccc(Cl)cc2)nc2ccccc12,-0.28,-0.16,-7
O=C(CN1C(=O)c2cccc3cccc1c23)NCC1CCCO1 (stereo unspecified),1,0.87,52
COc1cccc(OC)c1C(=O)N1CCN(S(=O)(=O)c2ccccc2)CC1,0.21,-0.16,-50
COc1ccc(CN2CCN(C(=O)CC(C)C)CC2)c(OC)c1OC,1.7,1.9,-23
Cc1nnc(NC(=O)c2oc3c(ccc4ccccc43)c2C)s1,-0.25,1.1,-9
Cc1nc(NC(=O)c2ccc(F)cc2)sc1C(=O)Nc1ccc2c(c1)CCC2,-0.39,-0.32,57
CCOC(=O)c1cc2c(=O)n3ccccc3nc2n(Cc2ccco2)c1=NC(=O)c1cccnc1,-0.48,-0.11,0
COc1ccccc1OCC(=O)OCC(=O)Nc1sccc1C(N)=O,0.75,0.58,19
Cc1ccc(/C=c2/sc3nnc(-c4ccccc4Cl)n3c2=O)o1,-1.6,-1.4,-29
Cc1cc(/C([O-])=C(/C(=S)Nc2ccc(F)cc2)[n+]2ccccc2)c(C)n1-c1ccc(F)cc1,0.41&-0.68,-0.11&-0.87,-12
O=C(c1ccc2c(c1)OCO2)N1CCN(c2ncccn2)CC1,0.71,0.47,3
CC1CN(CC(=O)c2c(N)n(Cc3ccccc3)c(=O)n(C)c2=O)CC(C)O1 (stereo unspecified),0.72,0.34,22
Nc1nc(SCC(=O)Nc2ccc(Br)cc2F)n[nH]1,0.34,-0.56,?
Cc1cc2ccccc2n1CCNC(=O)C1CCCCC1,0.79,0.79,·
COC(=O)C(C(C)C)N1CCc2c(C)nc3c(C#N)cnn3c21 (stereo unspecified),·,·,40
CCOC(=O)Cc1nnc(NC(=O)Nc2ccccc2)s1,0.5,1,·
Cc1ccc(-c2ccc3nnc(SCC(N)=O)n3n2)cc1,·,·,37
Cc1cc(C)c(C2=NOC3C4CCC(C4)C23)c(C)c1 (stereo unspecified),-0.03,-0.19,·
CC(C)CC(=O)NC(Nc1ccccc1F)C(Cl)(Cl)Cl (stereo unspecified),-0.65,-0.92,·
Cc1nn(-c2nc3ccccc3s2)c(C)c1Oc1ccccc1O,-2.5,-1.3,·
O=C(NC1CCCC1)c1ccc(CN2CCOCC2)cc1,1.1,1.2,-29
CCC(C)(C)C(=O)Nc1cc([N+](=O)[O-])ccc1Cl,0.35,-0.15,19
COc1ccc(C(C)(C)C)cc1NC(=O)c1c(C)noc1C,-1.4,-1.5,-25
O=C(CCCN1C(=O)c2ccccc2C1=O)Nc1sc2c(c1C(=O)NCc1ccco1)CCC2,-1.1,-0.73,-3
CCC(CC)=NNc1cccc([N+](=O)[O-])c1,0.66,0.7,·
O=C(NCc1ccccn1)c1cccn1-c1ncc(C(F)(F)F)cc1Cl,·,·,-47
Cc1cccc(-n2nnc(C(=O)NC3CCCc4ccccc43)c2N)c1 (stereo unspecified),-0.95,-0.24,·
CC(C)c1ccc(OCC(=O)NCc2ccco2)cc1,-0.62,-1,67
Nc1cc2nn(-c3ccccc3)nc2cc1Cl,·,·,40
O=Cc1ccc(-c2ccccc2OC(F)(F)F)o1,0.61,0.64,-10
CCOC(=O)c1ccc(Oc2c(C)oc3c(CN4CCN(C)CC4)c(O)ccc3c2=O)cc1,-0.18,-0.52,15
COc1ccc(/C=N/NC(=O)c2ccc(COc3ccccc3Cl)o2)c(OC)c1C,1.1,1,11
COC(=O)COc1ccc(Oc2nc(SC)nc(N(C)C)n2)nn1,0.61,0.9,-18
COc1ccccc1C(=O)N/C(=C\c1ccc2c(c1)OCO2)C(=O)NCCc1nc2ccccc2[nH]1,0.05,-0.93,0
O=S(=O)(N/N=C1\CC(c2ccccc2)Oc2ccccc21)c1ccccc1 (stereo unspecified),-1.9,-0.68,-29
CCCOc1ccc(Cl)cc1CN1CCOCC1,0.35,-0.49,-32
Cc1c(N=Cc2ccc(-c3ccc(Cl)cc3)o2)c(=O)n(-c2ccccc2)n1C,1.6,0.82,19
CCCN1C(=O)C(NC(C)=O)c2cc(OC)ccc21 (stereo unspecified),0.86,0.5,6
CCCS(=O)(=O)Nc1cccc(-c2ccc3nnc(C)n3n2)c1,·,·,-67
O=C(Cn1cnc2c(nnn2Cc2ccc(F)cc2)c1=O)OCc1ccccc1,0.3,0.32,-62
Cc1sc2c(c1C)c(=O)n(-c1cccc(C(F)(F)F)c1)c(=O)n2CC(=O)NCc1ccco1,1.3,1.7,69*
CCN1CCN(c2nc(C)c3c(n2)CCCC3=O)CC1,0.97,0.25,19
N#CCc1nnc2n1-c1ccccc1CCC2,1.4,1,40
CN(Cc1cnn(C)c1)S(=O)(=O)c1cccc([N+](=O)[O-])c1,·,·,17

# More entries.
SMILES,sdo1 growth,sdo1 growth Rescue 24 h,Insulin prom inh
COc1ccccc1N1CCN(C(=O)CSc2nnc3c4ccccc4n(CC(=O)O)c3n2)CC1,0.68,0.65,3
O=[N+]([O-])c1ccc(/C=N/Nc2nc(NCc3ccccc3)nc(N3CCOCC3)n2)cc1,·,·,33
COC(=O)c1sc2nc(C)nc(SCC(=O)C(C)(C)C)c2c1C,·,·,43
O=C(COC(=O)/C=C/c1cccs1)Nc1ccc2ccccc2c1,0.73,1.1,-6
CN1CCN(c2ccc(NC(=O)CSc3ccccc3)cc2F)CC1,0.58,-0.95,2
CCn1c(SCC(=O)Nc2nonc2C)nnc1-c1ccco1,-0.92,-1.2,·
COc1ccc(/C=N/NC(=O)c2nc(-c3ccccc3)n(-c3ccccc3)n2)cc1OC,0.64,0.27,-55
COc1cccc(-c2cc(C(F)(F)F)nc(-n3cccn3)n2)c1,-0.71,-0.45,0
COc1ccc(N(C)C(=S)Oc2ccc(C(=O)Nc3ccccc3)cc2)cc1,-0.28,1.7,50
Clc1ccccc1Cn1nnc2c(N3CCCC3)ncnc21,-0.33,-0.44,-27
COC(=O)CCc1nc2ccccc2[nH]c1=O,0.62,-0.01,-8
Cc1ccc(-n2c(Cl)c(Cl)[nH]c(=O)c2=O)cc1,1.2,1.4,11

# Ordered by the number under sdo1 growth (largest number first): 3 of the compounds above.
SMILES,sdo1 growth,sdo1 growth Rescue 24 h,Insulin prom inh
O=C(COC(=O)/C=C/c1cccs1)Nc1ccc2ccccc2c1,0.73,1.1,-6
O=C(Cn1cnc2c(nnn2Cc2ccc(F)cc2)c1=O)OCc1ccccc1,0.3,0.32,-62
CCOC(=O)c1cc2c(=O)n3ccccc3nc2n(Cc2ccco2)c1=NC(=O)c1cccnc1,-0.48,-0.11,0
